Source: PubChem BioAssay (National Center for Advancing Translational Sciences (NCATS))
D2 ag: activates the human D2 dopamine receptor. HEK293 T-REx D2 cells, calcium flux agonist mode. activation, % at 2 µM. 340,000 compounds, 0.53% hits. AID 485358;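 active means activation over 3 SD above normal in the single-dose calcium agonist read, cut at about 30% in these data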; further: 0% is about no effect
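In this primary screen, compounds producing a positive calcium signal within 180 s of addition to tetracycline-induced, force-coupled HEK293 Trex D2 cells are flagged; cells are dye-loaded with a no-wash calcium kit beforehand.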
TrxR1 inh: inhibitors of rat thioredoxin reductase 1; Potency, µM (doses to about 114 µM), for the others: at the highest dose activity change, negative = inhibition, hits mostly inhibitors; recombinant rTrxR1, NADPH fluorescence consumption, selenite substrate; O89049; 390,000 compounds, 1% hits; further: potency means the concentration at half of the fitted maximal effect; on the % scale 0 is the no-effect control and ±100 the full control effect; nearly all actives have a fitted effect of over 65% in size
Target sequence (O89049 whole entry, looked up): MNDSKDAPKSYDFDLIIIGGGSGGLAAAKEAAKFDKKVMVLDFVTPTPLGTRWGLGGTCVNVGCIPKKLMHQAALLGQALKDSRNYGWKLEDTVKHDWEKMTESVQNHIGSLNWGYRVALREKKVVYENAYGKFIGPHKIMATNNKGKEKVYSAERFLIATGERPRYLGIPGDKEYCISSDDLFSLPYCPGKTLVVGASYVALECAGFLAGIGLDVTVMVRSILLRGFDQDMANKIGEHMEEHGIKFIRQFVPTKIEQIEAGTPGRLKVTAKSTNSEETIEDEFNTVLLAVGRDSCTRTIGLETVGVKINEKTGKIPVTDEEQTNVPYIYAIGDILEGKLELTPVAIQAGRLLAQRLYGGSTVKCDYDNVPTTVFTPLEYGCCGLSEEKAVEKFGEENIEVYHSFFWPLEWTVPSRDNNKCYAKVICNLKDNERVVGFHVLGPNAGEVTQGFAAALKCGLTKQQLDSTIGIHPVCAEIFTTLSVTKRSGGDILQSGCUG
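Rat TrxR1 (90 nM in the dispensed reagent) was pre-reduced with 400 uM NADPH for 5 min at room temperature, then incubated with compound for 15 min. After 400 uM selenite was added, NADPH fluorescence (Ex 340/Em 450 nm) was followed for 8 min.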
mIDH1 inhibitor: blocks human mutant IDH1 R132H enzyme. O75874. IDH1-R132H enzyme, NADPH consumption, diaphorase/resazurin fluorescence. Potency, µM (top dose mostly 76.6 µM), for the others: at the highest dose activity change, negative = inhibition, hits mostly inhibitors. 390,000 compounds, 0.093% hits. AID 602179; further: potency means the concentration at half of the fitted maximal effect; on the % scale 0 is the no-effect control and ±100 the full control effect; nearly all actives have a fitted effect of over 65% in size
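IDH1-R132H (0.5 ug/mL dispensed) in pH 7.5 Tris buffer was preincubated 30 min with compound, then given a substrate mix of 0.016 mM NADPH and 2 mM alpha-KG for 80 min at room temperature; remaining NADPH was read by diaphorase/resazurin fluorescence.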
Pin1 inhibitor: human Pin1 inhibition; Pin1 FP peptide displacement, HiFluor488, 10 min; Potency, µM (doses to about 115 µM), for inactives: top-dose activity, negative = inhibition, actives largely listed as inhibitors; 390,000 compounds, 0.009% hits; active means well fitted inhibition curve with a large enough effect in the polarisation, with a control signal flat, not every such curve was filed as active; inconclusive means small, poorly fitted or top-dose-only effect, or effect the other way, or a change in a side signal; inactive means no such curve, though single readings can be large or run the other way; the % refers to the polarisation; further: potency means the concentration at half of the fitted maximal effect; on the % scale 0 is the no-effect control and ±100 the full control effect
Target sequence (Q13526 whole entry, looked up): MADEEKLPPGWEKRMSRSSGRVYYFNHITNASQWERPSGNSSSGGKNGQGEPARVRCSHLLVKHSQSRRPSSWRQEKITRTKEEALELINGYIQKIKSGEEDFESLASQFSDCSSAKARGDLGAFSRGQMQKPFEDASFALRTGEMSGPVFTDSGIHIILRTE
D2 antag: antagonizes the human D2 dopamine receptor; P14416; HEK293 TREx D2 cells, calcium flux, dopamine EC80; inhibition, % at 10 µM; 340,000 compounds, 2% hits; AID 485344; in the data active means inhibition above about 30%; further: 0% is about no effect
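Calcium flux kinetic readout in an inducible HEK293 TREx D2 line plated overnight at 30 C. After 180 s compound exposure, an EC80 dopamine challenge follows with another 180 s kinetic read to detect antagonism.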
USP1-UAF1 inh: inhibitors of human USP1/UAF1 deubiquitinase; O94782; recombinant USP1/UAF1, Ub-Rhodamine cleavage fluorescence; Potency, µM (series often up to 57.1 µM), for inactives: at the highest dose activity change, negative = inhibition, most hits filed as inhibitors; 390,000 compounds, 0.23% hits; further: potency means the concentration at half of the fitted maximal effect; on the % scale 0 is the no-effect control and ±100 the full control effect; nearly all actives have a fitted effect of over 60% in size; inactives centre near -12
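USP1/UAF1 complex (1 nM) preincubated 15 min at room temperature with compound, then Ub-Rho substrate (150 nM final) added. Kinetic fluorescence at 480/540 nm over 6 reads at 60 s intervals; 50 mM HEPES pH 7.8, 0.5 mM EDTA, 0.1 mg/ml BSA, 1 mM TCEP, 0.01% Tween-20.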
TRHR ag: TRH receptor (human) agonism; 360,000 compounds, 0.18% hits; activation, % at 2 µM; AID 493084; TRHR cells, calcium flux fluo-8, FDSS agonist mode; in the data active means activation above about 30%; further: 0% is about no effect
Target sequence (P34981 whole entry, looked up): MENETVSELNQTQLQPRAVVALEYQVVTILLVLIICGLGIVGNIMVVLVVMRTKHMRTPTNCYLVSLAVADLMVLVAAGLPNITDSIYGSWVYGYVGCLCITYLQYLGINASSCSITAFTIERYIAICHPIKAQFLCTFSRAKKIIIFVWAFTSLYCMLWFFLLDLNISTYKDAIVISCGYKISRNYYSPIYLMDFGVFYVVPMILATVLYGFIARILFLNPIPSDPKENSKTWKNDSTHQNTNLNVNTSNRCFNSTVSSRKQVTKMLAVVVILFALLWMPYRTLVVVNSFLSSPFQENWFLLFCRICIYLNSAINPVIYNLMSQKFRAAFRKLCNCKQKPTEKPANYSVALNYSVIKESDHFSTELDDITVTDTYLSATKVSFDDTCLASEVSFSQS
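In this calcium-flux screen, cells bearing human TRHR are dye-loaded with fluo-8, baselined for 10 cycles, then exposed to library compounds; positive kinetic calcium responses during the agonist phase mark hits, with TRH as control.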
TRHR PAM: allosteric enhancers of human TRH receptor. P34981. TRHR cells, fluo-8 calcium fluorescence, EC20 TRH enhancement. enhancement, % at 2 µM. 360,000 compounds, 0.66% hits. AID 493056; in the data active means enhancement above about 30%; further: 0% is about no effect
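TRHR-expressing cells loaded with fluo-8 calcium dye were read kinetically (ex 480/em 530) during compound addition, then stimulated with an EC20 of TRH (10 nM final). Enhancement of the Gq-mediated intracellular calcium response was scored.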
TrxR1 substrate: rat thioredoxin reductase 1 substrate activity | purified TrxR1 substrate turnover, NADPH consumption readout | 390,000 compounds, 0.01% hits | AID 588456 | Potency, µM (highest dose often 114 µM), without a hit: at the highest dose activity change, negative = substrate turnover; further: potency means the concentration at half of the fitted maximal effect; on the % scale 0 is the no-effect control and ±100 the full control effect; nearly all actives have a fitted effect of over 50% in size
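Rat TrxR1, dispensed at 90 nM, was prereduced with 400 uM NADPH (final) for 5 min at ~22 deg C, then incubated with compound 15 min before 400 uM selenite. A first-read NADPH fluorescence drop versus no-compound background flagged substrates.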
* hit, by the source's call; u = inconclusive; x = not tested or not shown; [ ] = another dose, or the depositor's remark. Unless noted, the call rests on the fitted dose curve; in most records, active means well fitted inhibition curve with a large enough effect; inconclusive means small, poorly fitted or top-dose-only effect; inactive means no such curve, though single readings can be large or run the other way. A portion of the library; rates above refer to the full screens.

SMILES	D2 ag	TrxR1 inh	mIDH1 inhibitor	Pin1 inhibitor	D2 antag	USP1-UAF1 inh	TRHR ag	TRHR PAM	TrxR1 substrate
Cc1cc(C)n2ncc(/C(N)=N/OC(=O)Nc3ccccc3)c2n1	-0.1	12%[57.1 µM]	2%	-7%	18	-13%	0.5	-1	-22%[57.1 µM]
CC1(C)CC(=O)c2c(-c3cccs3)n[nH]c2C1	0.4	-3%	4%	6%	17	-8%	-0.3	-6	21%
O=C(Nc1cccc([N+](=O)[O-])c1)c1ccncc1	0.1	-9%	5%	23%	15	-10%	0.6	0	-6%
Cn1c(C(=O)N2CCc3ccccc3C2)cc2oc3ccccc3c21	-0.3	13%	3%	17%	-19	-14%	0.5	4	3%
O=C(CCCCn1ccc(=O)[nH]c1=O)Nc1ccc(O)c(C(=O)O)c1	x	3%[2.29 µM]	-4%	0%	x	-25%	x	x	35%[57.1 µM]
CCC1(c2ccccc2)SCC(c2ccccc2)=NC1=O (stereo unspecified)	x	-2%[2.29 µM]	6%	0%	x	-16%	x	x	4%[57.1 µM]
O=C(/C=C/c1ccc(S(=O)(=O)N2CCOCC2)cc1)NCCc1ccc(C(F)(F)F)cc1	x	25%	-2%	4%	x	-23%	0.3	6	-1%
CCCOc1ccc(C2CC(=O)Nc3cc(OC)c(OC)cc32)cc1 (stereo unspecified)	0.1	23%	5%	-3%	-2	-22%	0.6	2	-2%
Cc1cc(C)cc(OCC(O)Cn2nc(C)cc2C)c1 (stereo unspecified)	1.2	7%	-17%	-1%	-21	-17%	-0.4	-2	-5%
Cc1cccc(C(C(=O)NC2CCCC2)N(Cc2cccnc2)C(=O)c2csnn2)c1 (stereo unspecified)	-1.4	17%	8%	-9%	-1	-12%	-1.5	10	7%
COc1ccc(C(CNC(=O)c2ccc(C)o2)N2CCOCC2)cc1 (stereo unspecified)	0.3	10%	0%	-9%	0	-21%	1.3	16	-3%
COc1ccc(C2C3=C(CC(C)(C)CC3=O)N(C)C3=C2C(=O)CC(C)(C)C3)cc1	4.5	39%[activator]	17%	-5%	23	-11%	0.7	-16	121%[activator]
Cc1ccc(NC(=O)CCC(=O)c2ccc(Br)cc2)cc1	-0.8	21%	1%	-2%	-13	-24%	-0.7	-3	6%
COc1ccc(CCNC(=O)CCN2C(=O)[C@@H]3Cc4ccccc4CN3C2=O)cc1OC	0.1	29%	-4%	5%	-19	-24%	0.8	-1	9%
CC(=O)Nc1ccc(NC(=O)COC(=O)Cc2cccs2)cc1	0.2	5%	-6%	2%	-10	1%	0.6	8	-4%[57.1 µM]
COc1ccc2c(=O)c(C(=O)NCCc3ccccc3)c[nH]c2c1	0.5	21%	9%	0%	-1	-18%	0.1	-4	4%
CCOc1ccccc1/C=N/Nc1ccc(Cl)nn1	-2.2	17%[57.1 µM]	24%	4%	6	-10%	-0.9	0	13%[57.1 µM]
Cc1cc(=O)n2nc(N3CCC(C(=O)Nc4ccc(Br)cc4F)CC3)sc2n1	x	11%	0%	-7%	x	u	-1.0	-1	2%
CCc1sc(C(=O)Nc2ccc(NC(C)=O)cc2)cc1C	-1.1	6%[57.1 µM]	4%	4%	22	-4%	-0.8	-7	17%[57.1 µM]
Cc1c(-c2ccn[nH]2)cc(NC(=O)c2ccc(Cl)cc2)c(=O)n1N	1.0	18%[57.1 µM]	2%	1%	10	-16%	-0.1	-3	4%[57.1 µM]
O=C(NNC(=O)c1cnccn1)c1cccc([N+](=O)[O-])c1	0.0	3%	0%	0%	2	-11%	0.2	0	-6%
Cc1c(NS(=O)(=O)c2ccc([N+](=O)[O-])cc2)c(=O)n(-c2ccccc2)n1C	x	9%[2.29 µM]	5%	1%	x	-15%	0.4	-1	4%[57.1 µM]
O=C(Cc1c(F)cccc1Cl)NC1=NCCS1	-0.3	14%	4%	-4%	-1	-11%	0.9	15	2%
Nc1nc(-c2cccnc2)nn1C(=O)Cc1ccccc1	1.5	11%	9%	-7%	5	-8%	0.1	3	14%
CC1CN(C(=O)Nc2ccccc2)c2ccccc2-[n+]2ccsc21 (stereo unspecified)	0.6	12%[57.1 µM]	-1%	0%	5	-15%	0.3	2	9%[57.1 µM]
COc1ccc2c(c1)C(=O)N(c1ccccc1OC)C(=O)C2(C)C	-0.8	1%[57.1 µM]	-1%	u	2	-4%	-0.5	3	8%[57.1 µM]
CCOC(=O)c1cc2c(C)n(-c3ccc(C)cc3)c(C)c2ccc1=O	x	u	-3%	0%	x	-17%	0.2	-1	-15%
COc1ccc(OCC(=O)NCc2ccc3c(c2)CCN3C(=O)c2ccc(F)cc2)cc1	0.5	4%[57.1 µM]	-9%	10%	x	u	-0.4	0	-8%[57.1 µM]
COc1ccccc1COn1c(=O)c(-c2ccco2)[n+]([O-])c2ccccc21	0.1	u	15%	-1%	-32	-14%	2.3	-8	4%
O=C(N/N=C/c1cc(Cl)cc([N+](=O)[O-])c1O)c1ccc2c(c1)OCO2	-1.1	-6%	2%	0%	6	-10%	-0.8	-3	-16%
COc1ccccc1C(=O)Nc1ccc2c(c1)CN(C(=O)CSC)CC2	-0.2	-2%	-2%	-4%	1	5%	-0.4	0	-5%
CCOC(=O)CNS(=O)(=O)c1ccc(C)cc1	-0.4	19%	-4%	0%	1	-7%	0.4	-1	12%
CCn1ncc(/C=C2/SC(=S)NC2=O)c1C	33*	-28%	1%	-5%	12	-14%	-0.5	-1	-12%
COc1ccccc1NC(=O)CCCc1nc(-c2ccc(OC)c(OC)c2)no1	1.1	-22%	0%	4%	-8	-4%	-0.5	-2	-12%
Cc1ccccc1S(=O)(=O)NC1OC(=O)C(Oc2ccccc2)=C1Br (stereo unspecified)	0.8	u	1%	u	-41	-22%	3.1	8	6%[57.1 µM]
Cc1cccc(C(=O)OCC(=O)NCCN2C(=O)CSC2=O)c1[N+](=O)[O-]	x	-7%	13%	-3%	x	-23%	x	x	-4%
O=C(NCc1cccc(Br)c1)C1CC2Cn3c(nc4ccccc43)C2N1c1ccccc1 (stereo unspecified)	x	4%	13%	37%[activator]	x	-34%	x	x	4%
COC(CN(C)C(=O)C1CCCN(S(=O)(=O)c2ccc3c(c2)oc(=O)n3C)C1)OC (stereo unspecified)	0.4	3%	11%	0%	4	-7%	0.9	0	-4%
Nc1ccccc1C(=O)NC1CCCNC1=O (stereo unspecified)	x	48%[activator]	5%	-3%	x	0%	x	x	136%[activator]
CC(OC(=O)CCc1nc(=O)c2ccccc2n1C)C(=O)NCc1ccc2c(c1)OCO2 (stereo unspecified)	-0.6	2%	5%	11%	1	10%	-2.1	-4	-6%
O=C(N/N=C/c1cc2c3c(c1O)CCCN3CCC2)c1ccccc1O	3.6	7%[57.1 µM]	16%	u	10	u	6.4	19	3%[57.1 µM]
COc1ccc(NC(=O)c2cccc(S(=O)(=O)N3CCc4ccccc43)c2)cn1	x	23%[57.1 µM]	7%	u	x	-18%	-0.3	-9	-5%[57.1 µM]
Cc1ccccc1NC(=O)CSc1nnc(-c2ccco2)c(-c2ccco2)n1	x	2.5µM*	-6%	x	x	-19%	-0.4	-19	0%
C=CCSC1=C(C#N)C(c2ccccc2Cl)C(C(=O)c2cccs2)C(O)(C(F)(F)F)N1 (stereo unspecified)	-0.7	u	14%	2%	-2	-14%	-0.2	-10	-12%
CC(C)NC(=O)N(C)C[C@H]1Oc2c(NS(=O)(=O)c3ccccc3)cccc2C(=O)N([C@H](C)CO)C[C@@H]1C	x	11%	3%	-5%	x	u	x	x	8%
Cn1c(=O)n(C)c2cc(NC(=O)c3cccc([N+](=O)[O-])c3)c(Br)cc21	1.3	0%[57.1 µM]	-10%	3%	-31	3%	-1.8	-3	6%[57.1 µM]
Cn1c(=S)[nH]c2sc3c(c2c1=O)CCC(C(C)(C)C)C3 (stereo unspecified)	7.9	x	x	x	17	x	-0.9	-4	x
CN(CCc1ccccn1)C1CCCN(S(=O)(=O)c2ccccc2)C1 (stereo unspecified)	-0.5	u	3%	-7%	-8	-18%	-0.2	-1	-2%
CS(=O)(=O)c1cccc(C(=O)NC(c2ccccc2)c2ccccc2)c1	0.9	18%[57.1 µM]	12%	0%	-7	-18%	0.0	-14	10%[57.1 µM]
Cc1cccc(NC(=O)CSc2nnc(-c3ccc(S(=O)(=O)N4CCOCC4)cc3)n2C)c1	-0.2	0%	5%	-6%	-3	1%	-0.3	0	-10%
COc1ccc(NC(=O)COC(=O)Cc2ccsc2)c(OC)c1	x	11%[2.29 µM]	6%	-1%	x	-4%	x	x	2%[2.29 µM]
COc1ccc(N2C(=O)CC(N3CCCC4CCCCC43)C2=O)cc1 (stereo unspecified)	-0.1	u	-6%	4%	-11	-3%	1.4	-6	10%[57.1 µM]
COCc1c(C(=O)NCCOc2ccc(Cl)cc2)oc2ccccc12	x	23%	-4%	1%	x	-14%	0.1	1	-7%
CCOc1cc(CNc2ccc(OC)cc2)cc(Br)c1OCC(=O)NC(C)(C)C	0.0	15%	4%	-8%	15	-13%	-0.1	-8	0%
OC1CCCN(c2ncnc3c2nnn3Cc2c(F)cccc2Cl)C1 (stereo unspecified)	-0.6	17%	-3%	-1%	5	-25%	0.2	24	3%
COc1ccc2cc(-c3nnc(Nc4ccccc4)s3)c(=O)oc2c1	-1.2	21%[57.1 µM]	6%	3%	x	-17%	1.4	0	0%[57.1 µM]
COc1ccc(N2CCC(CNC(=O)Nc3ccccc3)C2)cc1 (stereo unspecified)	-0.8	-13%	11%	2%	-8	-16%	-0.2	8	5%
